KCNQ1 block: blocks the human KCNQ1 potassium channel; 1.3% of 310,000 active; B-score at 10 µM; AID 2642; CHO-K1 KCNQ1, FluxOR thallium flux fluorescence; active compounds read high; P51787;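 active = compounds whose thallium flux B-score, printed positive for inhibition, exceeds three library SD while starting fluorescence stays within three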;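 also: channel opened by potassium depolarization with thallium stimulus after 20 min compound exposure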
GSK3B inh: blocks human GSK3beta kinase activity. 0.038% of 300,000 active. GST-GSK3beta kinase, ADP-Glo luminescence, 60 min; active compounds read low. activity score (negative = inhibition), % at 10 µM. AID 2097. P49841;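 active = more than half of replicate wells score below -50%, meaning over 50% inhibition versus plate controls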;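 also: 0% = median DMSO wells and -100% = median GW8510 positive control wells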
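test system = GST-tagged human GSK3beta kinase, cell-free | reagent = 25 µM ATP with peptide substrate | dosing = one dose of 10 µM per compound | schedule = 60 min reaction, RT | detection = luminescent ADP-Glo measurement of ADP formed | control set = DMSO neutral wells and GW8510 at 20 µM as positive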
RGS4 pot: potentiators or activators of RGS4; HEK293 M3R/inducible RGS4, carbachol calcium flux Fluo4; active compounds read low; B-score at 10 µM; 0.92% of 310,000 active; AID 463111;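 active = B-score of the integrated calcium signal more than 4 SD below the library mean, with starting fluorescence not abnormally high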;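 also: negative B-score means reduced calcium response which marks RGS4 activation or potentiation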
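System – HEK293 FlpIn-TREx cells, stable M3R, doxycycline-inducible RGS4 · Reagent – ECmax carbachol challenge · Times – compound preincubation 20 min at room temperature before agonist · Technique – Fluo4 fluorescence kinetic imaging of calcium · Measure – B score of integrated Fluo4 ratio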
HDAC3 inhib: blocks human histone deacetylase 3; 0.15% of 320,000 active; inhibition, % at 8.3 µM; AID 2718; recombinant HDAC3, fluorogenic peptide/trypsin coupled, fluorescence; in the data active = inhibition above about 26%, passing the limit was not always enough
hERG protect: compounds protecting human hERG from proarrhythmic drug block; Q12809; CHO-hERG, FluxOR thallium flux, dofetilide IC70 present; activation (rescue from dofetilide block), less the hit threshold, % at 10 µM; 0.51% of 310,000 active; AID 1511;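 active = activation above the mean of controls blocked by dofetilide plus 5 SD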;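 also: thallium influx through hERG after potassium depolarization seen as dye fluorescence rise; in these data hits start at about 4.7%; inactives centre near -7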
Target sequence (Q12809 whole entry, looked up): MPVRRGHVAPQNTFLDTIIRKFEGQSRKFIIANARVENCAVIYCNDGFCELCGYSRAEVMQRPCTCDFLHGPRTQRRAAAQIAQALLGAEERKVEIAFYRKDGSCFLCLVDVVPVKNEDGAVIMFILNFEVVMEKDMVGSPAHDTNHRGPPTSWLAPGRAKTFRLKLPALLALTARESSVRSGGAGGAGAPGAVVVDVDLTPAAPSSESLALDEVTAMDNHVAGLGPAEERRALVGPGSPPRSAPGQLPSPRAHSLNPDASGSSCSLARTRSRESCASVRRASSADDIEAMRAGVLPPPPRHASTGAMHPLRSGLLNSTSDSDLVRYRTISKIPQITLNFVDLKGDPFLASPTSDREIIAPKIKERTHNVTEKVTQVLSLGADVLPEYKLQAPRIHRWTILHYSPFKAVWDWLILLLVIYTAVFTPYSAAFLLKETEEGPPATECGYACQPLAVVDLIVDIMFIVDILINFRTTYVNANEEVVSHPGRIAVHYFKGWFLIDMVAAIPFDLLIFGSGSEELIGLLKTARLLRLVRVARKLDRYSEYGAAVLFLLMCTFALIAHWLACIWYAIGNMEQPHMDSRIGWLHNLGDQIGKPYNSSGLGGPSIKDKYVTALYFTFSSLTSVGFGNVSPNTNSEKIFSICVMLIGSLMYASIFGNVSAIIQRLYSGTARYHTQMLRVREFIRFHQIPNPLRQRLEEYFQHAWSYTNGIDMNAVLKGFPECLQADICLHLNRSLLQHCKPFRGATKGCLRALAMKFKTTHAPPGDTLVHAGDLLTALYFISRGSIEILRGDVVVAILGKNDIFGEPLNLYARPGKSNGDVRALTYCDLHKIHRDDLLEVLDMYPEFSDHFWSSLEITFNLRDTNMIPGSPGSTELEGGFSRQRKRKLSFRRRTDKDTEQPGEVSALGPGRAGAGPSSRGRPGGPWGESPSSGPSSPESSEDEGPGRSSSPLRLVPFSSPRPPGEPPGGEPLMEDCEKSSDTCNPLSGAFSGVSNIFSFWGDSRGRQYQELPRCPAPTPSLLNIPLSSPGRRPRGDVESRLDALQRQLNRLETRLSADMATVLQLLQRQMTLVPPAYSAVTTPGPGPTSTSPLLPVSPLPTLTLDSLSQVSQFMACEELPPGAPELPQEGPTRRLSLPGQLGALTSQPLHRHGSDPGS
DYRK1A inh: blocks rat Dyrk1A kinase activity | inhibition, % at 12.5 µM | ADP-Glo luminescence, NFATc1 peptide | Q63470 | 0.43% of 310,000 active; in the data active = inhibition above about 50%;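 also: plate controls were vehicle with enzyme for no effect and no enzyme for full effect; many of its hits are not listed in these tables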
KCNK3 inh: human KCNK3 channel inhibition, primary screen; 0.84% of 340,000 active; CHO-KCNK3 thallium flux, FluxOR fluorescence; active compounds read low; B-score at 10 µM; O14649;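 active = B-score under library mean minus 4 SD, starting fluorescence ratio at most library mean plus 5 SD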;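 also: more negative B-score means stronger inhibition of thallium flux through KCNK3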
GSK3 alpha inh: blocks human GSK-3 alpha kinase; P49840; 0.1% of 320,000 active; inhibition, % at 10 µM; ADP-Glo luminescence, 60 min; AID 2650;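 in the data active = inhibition above about 50%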;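 also: GST-tagged GSK-3 alpha with peptide substrate and 25 µM ATP; 0% = DMSO neutral wells and 100% = GW8510 positive control wells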
KCNK9 inh: blocks the human KCNK9 two-pore domain potassium channel. Q9NPC2. HEK293 KCNK9, FluxOR thallium flux fluorescence; active compounds read low. B-score at 10 µM. 1.2% of 310,000 active;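 active = ratio B-score over 3 SD below the library mean, with starting fluorescence within 5 SD of its mean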;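 also: negative B-score means less thallium flux so channel inhibition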
PolyA inhibitor: inhibitors of polyadenylation in S. cerevisiae; calls only at 12 µM; 0.02% of 300,000 active; S. cerevisiae SKY197-pL101 polyadenylation reporter, beta-gal luminescence; efflux-impaired pdr1/pdr3 knockout yeast; score 100 = 6 SD above DMSO;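 active = lowest replicate activity score at least 50, where 100 means six control SD above control mean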;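 also: yeast exposed to compound for 9 h at 30 °C; higher score means more reporter readthrough which indicates perturbed polyadenylation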
KCNQ1 pot: potentiators or activators of human KCNQ1 potassium channel. P51787. CHO-K1 KCNQ1, thallium flux FluxOR fluorescence; active compounds read high. B-score at 10 µM. 0.35% of 310,000 active. AID 2648;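 active = fluorescence ratio B-score, a plate-corrected score, at least three library SD, with initial intensity B-score within 5 SD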
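Assay system: CHO-K1 cells stably expressing KCNQ1; Medium: assay buffer with matched DMSO; Also added: K+/Tl+ depolarizing stimulus; Dosing: single dose; Timing: dye 90 min, compound 20 min, room temperature; Measured by: kinetic FluxOR thallium fluorescence, 10-s 1-Hz baseline, 110-s post-stimulus read; Read-out: peak-minus-minimum fluorescence over initial fluorescence, negative-control normalized, B-scored.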
Numbers without * were called inactive; i = inactive; · = not tested or not shown. Not all compounds are listed; rates above refer to the full screens.

SMILES	KCNQ1 block	GSK3B inh	RGS4 pot	HDAC3 inhib	hERG protect	DYRK1A inh	KCNK3 inh	GSK3 alpha inh	KCNK9 inh	PolyA inhibitor	KCNQ1 pot
OC(Cc1cccnc1)(Cc1cccnc1)c1cc2ccccc2[nH]1	i	2	i	-2	-12	8	i	-6	i	i	i
COc1ccc(OC)c2c1CCC2=O	i	-2	i	-10	-7	5	i	2	i	i	i
Cc1cc(NC(=O)C2CCCN(S(=O)(=O)c3c(C)noc3C)C2)no1 (centres undefined)	i	-7	i	2	-11	4	i	0	i	i	i
Cc1cc(C)c(C#N)c(SCC(=O)NC(C)(C)C)n1	i	3	i	0	-5	3	i	-2	i	i	i
Cc1ccc(C(=O)Nc2sc3c(c2C(=O)NCc2ccco2)CCCC3)cc1	i	·	i	-5	-10	-3	i	-1	i	i	i
O=c1c2ccccc2[nH]c(=S)n1CCN1CCN(Cc2ccccc2)CC1	i	1	i	3	-16	-4	i	-1	i	i	i
Cc1ccccc1OCC(=O)N/N=C/c1cc2ccccc2nc1Cl	i	-2	i	5	-7	0	i	2	i	i	i
O=C(Nc1ccccc1)Nc1ccno1	i	3	i	3	-5	0	i	1	i	i	i
COc1cc(CNC(C)c2ccccc2)c(Br)cc1OCC(N)=O (centres undefined)	i	-1	i	1	-12	-6	i	-2	i	i	i
CCn1c(=O)cc(OCC(=O)Nc2ccccc2N2CCN(C)CC2)c2ccccc21	i	-2	i	1	-6	-2	i	1	i	i	i
CCOc1cc(N2CCOCC2)c(OCC)cc1NC(=O)Cc1ccc(OC)c(OC)c1	i	11	i	-6	-10	0	i	0	i	·	i
O=C(Nc1nnc(-c2ccccc2)o1)Nc1ccccc1Cl	i	1	i	8	-11	17	i	0	i	·	i
O=C(NNc1nc(-c2ccccc2)cs1)c1ccccc1	i	1	i	-1	-12	1	i	-1	i	i	i
Cc1ccc(C2C(N)C(=O)N2c2ccc(C)cc2)cc1 (centres undefined)	i	2	i	3	-6	7	i	0	i	i	i
CC(=O)Nc1ccc(NC(=O)c2ccccc2N(Cc2ccccc2)S(C)(=O)=O)cc1	i	-12	i	-2	-12	6	i	-1	i	i	i
CSc1ccc(S(=O)(=O)NCC(=O)OCC(=O)N(C)C2CCCCC2)cc1[N+](=O)[O-]	i	-2	i	4	-16	-4	i	1	i	i	i
COc1ccc(C(=O)NC(Nc2ccccc2)C(Cl)(Cl)Cl)cc1 (centres undefined)	i	0	i	2	-13	3	i	-1	i	i	i
CC(=O)c1sc(NC(=O)CS(=O)(=O)c2ccccc2)nc1C	i	2	i	9	-11	-14	i	0	i	i	i
COc1ccc(Cl)cc1N(CC(=O)NC1CC1)S(=O)(=O)c1ccc(C)c([N+](=O)[O-])c1	i	1	i	3	0	3	i	-2	i	i	i
CCOC(=O)N1CCN(C(=O)CCc2c(C)nc3c(c(C)nn3-c3ccc(C)c(C)c3)c2C)CC1	i	0	i	-7	-8	-2	i	1	i	i	i

Whole records, quoted from the list.
Cc1ccc(C2C(N)C(=O)N2c2ccc(C)cc2)cc1 (centres undefined) in the list: KCNQ1 block: i; GSK3B inh: 2; RGS4 pot: i; HDAC3 inhib: 3; hERG protect: -6; DYRK1A inh: 7; KCNK3 inh: i; GSK3 alpha inh: 0; KCNK9 inh: i; PolyA inhibitor: i; KCNQ1 pot: i
COc1ccc(OC)c2c1CCC2=O in the list: KCNQ1 block: i; GSK3B inh: -2; RGS4 pot: i; HDAC3 inhib: -10; hERG protect: -7; DYRK1A inh: 5; KCNK3 inh: i; GSK3 alpha inh: 2; KCNK9 inh: i; PolyA inhibitor: i; KCNQ1 pot: i

Rewritten with two lines to a compound: entries from further up.
Value order – KCNQ1 block	GSK3B inh	RGS4 pot	HDAC3 inhib	hERG protect	DYRK1A inh	KCNK3 inh	GSK3 alpha inh	KCNK9 inh	PolyA inhibitor	KCNQ1 pot
> O=c1c2ccccc2[nH]c(=S)n1CCN1CCN(Cc2ccccc2)CC1
→ i	1	i	3	-16	-4	i	-1	i	i	i
> Cc1ccccc1OCC(=O)N/N=C/c1cc2ccccc2nc1Cl
→ i	-2	i	5	-7	0	i	2	i	i	i
> O=C(Nc1ccccc1)Nc1ccno1
→ i	3	i	3	-5	0	i	1	i	i	i
> COc1cc(CNC(C)c2ccccc2)c(Br)cc1OCC(N)=O (centres undefined)
→ i	-1	i	1	-12	-6	i	-2	i	i	i
> CCn1c(=O)cc(OCC(=O)Nc2ccccc2N2CCN(C)CC2)c2ccccc21
→ i	-2	i	1	-6	-2	i	1	i	i	i
> CCOc1cc(N2CCOCC2)c(OCC)cc1NC(=O)Cc1ccc(OC)c(OC)c1
→ i	11	i	-6	-10	0	i	0	i	·	i
> O=C(Nc1nnc(-c2ccccc2)o1)Nc1ccccc1Cl
→ i	1	i	8	-11	17	i	0	i	·	i
> O=C(NNc1nc(-c2ccccc2)cs1)c1ccccc1
→ i	1	i	-1	-12	1	i	-1	i	i	i
> Cc1ccc(C2C(N)C(=O)N2c2ccc(C)cc2)cc1 (centres undefined)
→ i	2	i	3	-6	7	i	0	i	i	i
> CC(=O)Nc1ccc(NC(=O)c2ccccc2N(Cc2ccccc2)S(C)(=O)=O)cc1
→ i	-12	i	-2	-12	6	i	-1	i	i	i

Assay outcomes from PubChem BioAssay.
